Bioassay records (PubChem)
Rtt109 Vps75 – inhibitors of Candida albicans Rtt109/Vps75 histone acetyltransferase. AID 540336. actives 0.16% (n = 330,000). Q5AAJ8. inhibition, % at 34.9 µM. purified Rtt109/Vps75, ThioGlo CoA-SH fluorescence, 4 h;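 active = inhibition of at least 50% in every replicate; inconclusive = best replicate reaches 50% inhibition but some replicates fall short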
CDK5 inh – blocks human CDK5/p35 kinase activity | Recombinant CDK5/p35, ADP-Glo luminescence, 60 min | inhibition, % at 10 µM | actives 0.01% (n = 330,000) | AID 488839;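 active = highest replicate inhibition of at least 50% and at least 75% of replicates reaching 50%; inconclusive = only one of the two criteria met; inactive = both criteria failed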;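 note: plate controls were DMSO neutral control for no effect and GW8510 at 10 µM for full effect; many of its hits are not listed in these tables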
Target sequence (Q00535 whole entry, looked up): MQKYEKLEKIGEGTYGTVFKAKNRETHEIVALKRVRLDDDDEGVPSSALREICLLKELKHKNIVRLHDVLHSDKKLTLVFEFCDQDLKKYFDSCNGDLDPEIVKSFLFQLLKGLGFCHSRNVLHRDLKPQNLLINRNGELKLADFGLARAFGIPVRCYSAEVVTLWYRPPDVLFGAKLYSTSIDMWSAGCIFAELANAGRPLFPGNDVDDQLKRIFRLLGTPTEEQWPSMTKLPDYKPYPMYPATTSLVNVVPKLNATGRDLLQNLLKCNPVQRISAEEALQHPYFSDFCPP
Target sequence (Q15078 whole entry, looked up): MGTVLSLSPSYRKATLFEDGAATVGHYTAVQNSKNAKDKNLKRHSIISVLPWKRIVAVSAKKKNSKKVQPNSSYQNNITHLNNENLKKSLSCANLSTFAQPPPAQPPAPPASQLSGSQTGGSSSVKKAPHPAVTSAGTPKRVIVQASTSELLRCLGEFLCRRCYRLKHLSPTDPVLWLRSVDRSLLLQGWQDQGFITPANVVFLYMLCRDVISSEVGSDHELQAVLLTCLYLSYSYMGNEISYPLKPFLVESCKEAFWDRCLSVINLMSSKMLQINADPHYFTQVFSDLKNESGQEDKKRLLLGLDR
dFosB act – enhances mouse delta FosB homodimer DNA binding. AID 493131. actives 0.99% (n = 340,000). purified delta FosB, TAMRA-CDK5 oligo fluorescence polarization; percent of positive-control signal above neutral wells. activation, % at 25 µM;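 active = mean activation above about 17%, with every replicate also reaching it, limit read from the data, passing the limit was not always enough; inconclusive = only one of the two conditions met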;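 note: fluorescence polarization rise as delta FosB binds a TAMRA Cdk5 AP-1 oligo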
HTR5A ag ctr – HTR5A agonism, opioid heterodimer counter-screen | AID 504692 | HTR5A agonist assay, luminescence, cell-based | activation, % at 9.3 µM | actives 0.61% (n = 340,000) | P47898; in the data active = activation mostly above about 9.5%, no sharp cut-off; inactive = mostly below about 7.6%;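 note: 0% = cells with vehicle only and 100% = reference agonist; strong numbers were not always called active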
cardiac RTF act – cardiac RTF calcium sensitization. AID 493008. activation, % at 7.2 µM. IANBD-labeled TnC RTF fluorescence at EC20 calcium; 0% EC20 calcium, 100% full calcium. actives 0.24% (n = 340,000);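 active = activation above the mean over all tested compounds plus 3 SD, cut at about 30% in these data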;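 note: rise in fluorescence read as greater calcium sensitivity of cardiac thin filaments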
MITF act – MITF TRPM1 promoter activation in melanoma cells; activation, % at 12.5 µM; SK-MEL-5 TRPM1-promoter luciferase, 24 h; % of positive control, neutral wells = 0; actives 0.75% (n = 300,000);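 active = mean activation of at least 80% with every replicate also reaching 80%; inconclusive = mean reaches 80% but some replicate falls short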;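 note: 0% = neutral control wells and 100% = parthenolide positive control wells; values of inactives mirror those of a sister screen read the other way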
SR-BI HDL uptake – blocks mouse SR-BI lipid uptake from DiI-HDL; Q61009; ldlA[mSR-BI] CHO cells, DiI-HDL uptake fluorescence, 3 h; inhibition, % at 12.5 µM; actives 0.96% (n = 320,000); AID 488896;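 active = mean replicate inhibition of at least 70% and a set share of replicates each scoring 70 or more; inconclusive = meets just one of the two criteria; inactive = fails both criteria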;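 note: 0% = median of neutral control wells and 100% = median of positive control wells; values of inactives mirror those of a sister screen read the other way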
Target sequence (Q61009 whole entry, looked up): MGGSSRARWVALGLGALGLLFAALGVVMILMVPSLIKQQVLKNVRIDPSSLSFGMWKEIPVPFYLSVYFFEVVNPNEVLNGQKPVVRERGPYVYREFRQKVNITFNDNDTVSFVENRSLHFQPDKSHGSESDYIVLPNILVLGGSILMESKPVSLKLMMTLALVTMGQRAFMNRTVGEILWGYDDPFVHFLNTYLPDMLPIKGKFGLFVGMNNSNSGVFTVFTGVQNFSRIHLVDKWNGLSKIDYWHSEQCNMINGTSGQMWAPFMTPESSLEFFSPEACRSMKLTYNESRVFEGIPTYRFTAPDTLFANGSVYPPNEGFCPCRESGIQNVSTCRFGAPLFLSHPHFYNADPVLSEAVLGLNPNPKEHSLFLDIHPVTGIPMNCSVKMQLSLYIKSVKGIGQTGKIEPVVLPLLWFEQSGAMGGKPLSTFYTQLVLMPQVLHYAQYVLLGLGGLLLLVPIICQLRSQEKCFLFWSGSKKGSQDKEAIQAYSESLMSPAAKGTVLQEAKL
Wnt act – activators of Wnt/beta-catenin signaling; Wnt/beta-catenin reporter cell assay, activator, plate reader; activation, % at 9.35 µM; actives 1.2% (n = 300,000); AID 743398; in the data active = activation above about 30%, passing the limit was not always enough; inconclusive = no clear call, values can overlap the other calls;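 note: 0% = neutral control wells and 100% = positive control wells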
PvdQ acylase – P. aeruginosa PvdQ acylase inhibition; inhibition, % at 10 µM; AID 488965; purified PvdQ acylase, fluorescence plate reader; actives 0.063% (n = 340,000); in the data active = inhibition above about 30%, passing the limit was not always enough; inconclusive = no clear call, values can overlap the other calls;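 note: 0% = vehicle neutral wells and 100% = reference inhibitor wells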
SR-BI uptake up – SR-BI HDL lipid transfer activation | CHO ldlA[mSR-BI] cells, DiI-HDL uptake fluorescence, 3 h; 100 = double the neutral-control signal | activation, % at 12.5 µM | actives 0.096% (n = 320,000);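 active = mean replicate activation of at least 60% and every replicate at or above 60%; inconclusive = mean or all-replicate condition met, but not both; inactive = mean below 60% and not all replicates reaching 60%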;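 note: 0% = median plate neutral-control signal and 100% = twice that signal; values of inactives mirror those of a sister screen read the other way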
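System: LDL receptor-deficient CHO ldlA cells overexpressing murine SR-BI | Timing: 3 h uptake period with compound, 37 °C | Medium: HEPES-buffered (25 mM, pH 7.4) F12 plus 0.5% BSA | Dosing: Single-point compound dose | Signal: Bottom-read fluorescence, 550/595 nm | Read-out: Retained DiI signal reflecting DiI-HDL uptake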
* = called active by the depositor; ? = inconclusive; . = not tested or not shown.

SMILES	Rtt109 Vps75	CDK5 inh	dFosB act	HTR5A ag ctr	cardiac RTF act	MITF act	SR-BI HDL uptake	Wnt act	PvdQ acylase	SR-BI uptake up
O=C(CN1C(=O)NC2(CCCCC2)C1=O)Nc1cc(C(F)(F)F)ccc1N1CCCC1	-4	1.4	-16	2	-15	4	4	0	-3	-4
COc1ccc(C(NC(N)=O)c2ccccc2)cc1 (stereo not drawn)	0	0.9	-3	0	0	2	-21	.	-6	21
COc1ccc(-c2n[nH]c(C)c2-c2cc(OC)ccc2O)cc1	1	-0.2	0	1	-6	4	-6	-6	-11	6
O=C(CSc1n[nH]c(=O)n1-c1ccc2c(c1)OCCO2)Nc1ccccc1	-9	-0.9	-7	-5	1	.	-9	1	3	9
CC(C)(C)c1cnnn1-c1ccc(NC(=O)c2ccc3c(c2)OCO3)cc1	5	-0.8	-5	4	4	32	47	.	-9	-47
C#CCOCCOCCOCCNc1nc(N2CCN(C(=O)[C@H](CCCCN)n3cc(C(N)[C@H](C)CC)nn3)CC2)nc(N2CCN(C(=O)[C@H](CCC(=O)O)n3cc(C(N)[C@H](C)CC)nn3)CC2)n1 (stereo partly drawn)	-4	0.7	6	0	-2	15	-23	.	-11	23
COc1cccc(C(=O)Nc2c(F)cccc2F)c1	3	1.7	6	-4	-1	8	6	-1	-14	-6
CCN(CC)C(=O)N1CCC(NC(=O)c2ccccc2)CC1	0	2.5	9	1	9	4	-7	0	-2	7
Cc1cc(C(=O)CN2C(=O)NC(C)(c3cc(F)ccc3F)C2=O)c(C)n1C1CC1 (stereo not drawn)	-7	0.9	0	2	2	-12	10	-1	-5	-10
COc1ccc2nc(C)cc(SCC(=O)N/N=C/c3cccc4ccccc34)c2c1	0	2.8	10	2	-5	-63	27	.	-11	-27
O=C(N=Nc1c(O)[nH]c2ccc([N+](=O)[O-])cc12)c1ccccc1Cl	2	0.7	12	2	-5	14	.	2	1	.
CCOc1cc(NC(=S)NCc2ccco2)c(OCC)cc1NC(=O)C1CC1	5	-6.9	0	5	2	-12	-11	.	-11	11
Cc1ccc(C(CNS(=O)(=O)c2ccc(Cl)cc2)N2CCN(C)CC2)cc1 (stereo not drawn)	2	-0.4	-6	5	4	10	-34	-3	-15	34
O[C@H]1COC2C1OC[C@@H]2O (stereo partly drawn)	10	0.5	-1	-3	0	10	-12	-1	1	16
COc1ccc(CCNC(=O)C2CCN(S(=O)(=O)N3CCOCC3)CC2)cc1OC	-2	0.5	8	-1	11	0	-8	.	1	8
COC(=O)CC1=C(C(=O)OC)[C@@H](c2ccccc2[N+](=O)[O-])C(C#N)=C(N)O1	-14	-1.5	-4	2	10	-21	-20	0	14	20
CCCCn1c(SCC(=O)Nc2nnc(C)s2)nnc1-c1ccncc1	0	0.8	-11	-1	-2	-5	-27	-3	-12	27
CCCCN(C)C(=O)c1cc2cc3ccc(OC)cc3nc2o1	4	4.0	-32	7	0	41	20	1	-16	-20
CCOc1ccc(N2CC(C(=O)Nc3ccc(OC)c(S(=O)(=O)N4CCCCC4)c3)CC2=O)cc1 (stereo not drawn)	-8	1.0	6	-4	-2	-17	69	0	-6	-69
Cc1nc(Nc2ccccc2)c2oc3ccc(Cl)cc3c2n1	0	-0.9	-7	2	3	32	25	11	-3	-25

Three compounds already listed, ordered by the value under MITF act, low to high.
Compound	MITF act
CCCCn1c(SCC(=O)Nc2nnc(C)s2)nnc1-c1ccncc1	-5
CCN(CC)C(=O)N1CCC(NC(=O)c2ccccc2)CC1	4
COc1cccc(C(=O)Nc2c(F)cccc2F)c1	8

Continued:
SMILES	Rtt109 Vps75	CDK5 inh	dFosB act	HTR5A ag ctr	cardiac RTF act	MITF act	SR-BI HDL uptake	Wnt act	PvdQ acylase	SR-BI uptake up
COc1ccccc1NS(=O)(=O)c1cccc(C(=O)NCC(c2cccs2)N2CCOCC2)c1 (stereo not drawn)	1	0.5	-10	-2	-1	0	-1	-8	0	1
Cc1ccc(NC(=O)CCC(=O)NNC(=O)c2ccco2)cc1C	0	-2.0	-3	1	6	2	-19	.	-7	19
O=S(=O)(NC1CCCCC1NCc1ccco1)c1ccccc1 (stereo not drawn)	-7	-1.4	5	3	3	-6	3	-5	-12	-3
CN(C)S(=O)(=O)c1cccc(NC(=O)c2ccc3nccnc3c2)c1	-3	0.8	-1	3	14	3	41	1	-4	-41
O=C(O)Cn1nc2ccccc2n1	8	-2.7	-2	6	5	2	-27	-2	-15	27
CCc1ccc(OCC(=O)N2CC(C(N)=O)Oc3ccccc32)cc1 (stereo not drawn)	-3	0.8	-8	-3	-2	8	6	2	0	-6
O=C(CCN1C(=O)/C(=C\c2ccccc2F)SC1=S)Nc1ccc(C(=O)O)c(O)c1	?	-1.3	-3	5	6	5	-13	1	-15	13
O=C(NCCCCCCNC(=O)OC1CCS(=O)(=O)C1)OC1CCS(=O)(=O)C1 (stereo not drawn)	-4	1.1	4	-3	4	-11	-5	-5	-14	5
C(=N\N1CCN(C2c3ccccc3-c3ccccc32)CC1)/c1cccs1	12	-2.4	-1	-9	-2	5	53	.	-7	-53
N#Cc1ccccc1OCC(=O)NCC(c1ccc(F)cc1)N1CCOCC1 (stereo not drawn)	-6	1.0	-1	-2	-1	.	-10	6	-14	10
CCOC(=O)Cc1nc2ccccc2n(CC#N)c1=O	.	-2.4	7	0	1	-17	-29	0	-16	29
COc1ccc(-c2ccc3oc(-c4ccc(OC)cc4)c(-c4cc(OC)c(OC)c(OC)c4)c3c2)cc1	0	0.5	-7	-1	7	-8	14	-5	-19	-14
Cc1nn(C)c(C(=O)N/N=C/c2ccc(Br)cc2)c1Cl	-10	-0.2	1	3	1	15	12	-1	-15	-12
CC1CCCC(NC(=O)Cn2cc(Br)ccc2=O)C1C (stereo not drawn)	-5	0.0	-2	1	-2	-6	-5	13	9	5
COc1ccc(C(C(=O)NC2CCCCC2)N(C(=O)c2ccccn2)c2cccnc2)cc1 (stereo not drawn)	-2	-0.1	0	2	2	-11	-1	-1	-13	1
COc1ccc(C)cc1NC(=O)CSc1nnc(CC(=O)Nc2cccc(C(F)(F)F)c2)n1C	-4	-0.2	-14	-4	-5	2	33	.	-5	-33
CCOC(=O)/C(=C\C=C1/Sc2cc(OCC)c(OCC)cc2N1CC)C(C)=O	3	1.7	-33	0	516*	-4	78*	1	-3	-78
COc1ccccc1CNC(=O)C1CCCN(S(=O)(=O)c2cccc3nsnc23)C1 (stereo not drawn)	-13	-1.1	-2	-2	-2	-13	17	-2	6	-17
O=S1(=O)Cc2cc3ccccc3cc2C1	0	0.4	3	2	7	27	-6	-4	-12	6
COc1ccc(/C=N/NC(=O)c2cc3c(OC)ccc(OC)c3[nH]2)cc1O	1	0.6	-15	1	5	-12	38	-7	-10	-38

Single values from the entries so far.
HTR5A ag ctr with CC(C)(C)c1cnnn1-c1ccc(NC(=O)c2ccc3c(c2)OCO3)cc1 = 4
SR-BI uptake up with COc1ccc(-c2ccc3oc(-c4ccc(OC)cc4)c(-c4cc(OC)c(OC)c(OC)c4)c3c2)cc1 = -14

The list goes on.
SMILES	Rtt109 Vps75	CDK5 inh	dFosB act	HTR5A ag ctr	cardiac RTF act	MITF act	SR-BI HDL uptake	Wnt act	PvdQ acylase	SR-BI uptake up
Cc1cccc(CNc2ncnc3ccc(-c4ccoc4)cc23)c1	-3	6.2	2	3	-5	-1	-1	-5	-16	1
COc1ccc(-n2c(SCC(=O)N3CCOCC3)nc(O)c(Cc3ccccc3)c2=O)cc1	-16	0.3	2	-8	1	-6	-11	.	-8	11
CCOC(=O)C1=C(C)N=c2s/c(=C\C(=O)OC)c(=O)n2C1c1ccc(OC)cc1 (stereo not drawn)	-4	-1.4	3	1	6	5	15	-1	-18	-15
Cc1ccc(O)c(C(=O)CC(=O)c2ccccc2Cl)c1	-10	0.9	-1	7	-9	22	-2	9	2	2
COC(=O)C(C)(C)c1cccnc1C#N	-29	-1.8	-17	9	2	15	16	-5	-5	-16
COC(=O)c1ccc(/C=C/C(=O)OCC(=O)Nc2ncc(Cl)cc2Cl)cc1	-9	-0.6	11	2	4	-7	-19	-1	-11	19
CN(Cc1ccccc1)C(=S)Nc1ccc2nc3n(c(=O)c2c1)CCCCC3	10	0.2	-13	-8	4	-4	54	-1	-10	-54
Nc1cccnc1S(=O)(=O)c1ccccc1	7	-0.9	5	-1	1	8	-6	-3	-13	6
COc1ccc(OC)c(C(=O)NC(CC(N)=O)c2ccc(NCCN3CCCC3)c([N+](=O)[O-])c2)c1 (stereo not drawn)	-3	-1.2	-1	2	3	10	9	0	-12	-9
COc1cccc(NC(=O)CN(C)S(=O)(=O)c2ccc3[nH]c(=O)oc3c2)c1	1	-7.5	-8	2	2	7	-1	-1	-6	1
COc1ccc(-n2c(=S)[nH]c3cc(C(=O)NCCCN4CCOCC4)ccc3c2=O)cc1OC	-7	1.0	-8	4	-4	1	-1	-1	-7	1
COc1ccc(NS(=O)(=O)c2cc(OC)ccc2OC)cc1	7	-0.3	-7	1	3	-9	6	-1	-7	-6
Cc1cc(Cl)ccc1Nc1ncccc1C(N)=O	0	-1.7	-10	-3	0	43	-14	.	-3	14
CC(Sc1nnnn1-c1ccc(O)cc1)C(=O)NC1CCCCC1C (stereo not drawn)	15	-2.2	-7	3	0	6	-28	0	2	28
COc1cc(-c2nnc(NC(=O)C3=COCCO3)o2)cc(OC)c1OC	-1	-7.6	-6	5	1	-1	9	0	-11	-9
CCOc1ccc(NC(=O)N2CCC(c3ccc(C)cc3)C2)cc1 (stereo not drawn)	-5	-0.6	-11	-1	0	7	-6	.	-8	6
COc1ccc(C2C(C#N)=C(N)OC(C(C)(C)C)=C2C#N)cc1OC (stereo not drawn)	-24	2.3	0	-2	2	-16	26	.	-13	-26
CCCNC(=O)c1ccc2c(=O)c(O)c(C)[nH]c2c1	-17	3.9	-5	-3	4	8	-34	-3	-11	34
CCN(CC(=O)Nc1c(F)cccc1F)C(=O)c1ccc(Cl)c(S(=O)(=O)N2CCCC2)c1	-1	0.5	-7	-4	3	2	-10	0	-7	10
COc1c(C)cc(C(=O)C2CCCN(C(=O)c3cc(C)n(C)n3)C2)cc1C (stereo not drawn)	-6	1.0	-9	4	-1	-10	-12	0	-13	12
O=C(Nc1nc2c(s1)CCc1ccccc1-2)c1ccco1	17	0.9	-4	2	-1	.	50	.	-8	-50
CCCCCn1nc(C)c(/C=N\NC(=O)c2cc(C)oc2C)c1C	7	-0.5	-3	4	7	10	34	.	-4	-34
CCOC(=O)C1(Cc2ccccc2C(F)(F)F)CCN(C2CCCC2)CC1	-1	-1.0	-3	7	4	12	-23	-1	-1	23
O=[N+]([O-])c1ccc(Nc2ccccc2)nc1	4	2.2	1	6	-1	-1	5	-1	0	-5
CC(C)[C@H](NC(=O)N1CCn2c1nc1ccccc12)C(=O)N1CCCCC1	9	.	-7	.	-8	-1	5	1	3	-5
CCOC(=O)NN1C(=O)c2ccccc2NC1c1cccs1 (stereo not drawn)	17	-1.0	-1	8	-3	10	-14	0	10	14
